Bioassay records (PubChem BioAssay)
All columns: NCI-60 one-dose screen, growth in % after 48 h at 10 µM unless noted; 100 = growth as untreated, 0 = no growth, -100 = all killed.
NCI/ADR-RES – NCI/ADR-RES ovarian cells; 81,000 compounds, 4.4% hits; AID 1794790
ACHN – ACHN renal cancer; 81,000 compounds, 4.9% hits; AID 1794771
NCI-H522 – NCI-H522 lung cancer | 78,000 compounds, 8% hits | AID 1794739
CAKI-1 – CAKI-1 renal cancer | 75,000 compounds, 4.7% hits
NCI-H226 – NCI-H226 lung cancer. 79,000 compounds, 3.5% hits. AID 1794732
NCI-H23 – NCI-H23 lung cancer | 80,000 compounds, 4% hits | AID 1794731
NCI-H460 – NCI-H460 lung cancer | AID 1794736 | 82,000 compounds, 6.8% hits
RXF 393 – RXF 393 renal cancer cells; 77,000 compounds, 6.9% hits
A498 – A498 renal cancer cells; AID 1794774; 76,000 compounds, 5.4% hits
Numbers without * were called inactive; · = no result given; & = joins results of further samples; ! = a repeat was not active. How the source made its calls: active means growth percent below 10; inactive means the rest. This is a random part of the collection; overall some 12% were active at least once.

SMILES	NCI/ADR-RES	ACHN	NCI-H522	CAKI-1	NCI-H226	NCI-H23	NCI-H460	RXF 393	A498
CCCSc1nc(Oc2ccc(/C=C3/SC(=O)NC3=O)cc2)c(C#N)c(-c2ccc(F)cc2)n1	102.3	98.4	90.3	108.7	88.6	90.0	91.2	100.6	61.8
O=Cc1cc2ccccc2nc1N1C(=O)CC(=O)NC1=O	100.8	95.2	80.0	93.8	·	91.6	101.4	109.9	89.3
O=C(NCc1ccccc1)c1cccc(N=Cc2ccccc2O)c1	100.2	106.3	93.8	89.0	102.0	103.3	102.8	104.6	91.9
CC(=O)Nc1ccccc1OCC(=O)O	99.7&97.8	101.0&109.6	87.7&90.2	·	96.8&103.7	99.7&94.8	98.2&115.8	104.3&116.9	92.9&116.1
CC[C@H](C)C(NC(=O)[C@@H](NC(=O)[C@@H]1CCCN1C(=O)CNC(=O)[C@H](C)NC(=O)OCc1ccccc1)C(C)C)C(=O)OC (stereo not given in full)	103.4	105.8	91.3	87.4	104.9	102.5	108.0	106.7	102.7
O=C(Nn1cc(-c2ccc3ccccc3c2)sc1=NCc1ccccc1)c1cc2ccc1CCc1ccc(cc1)CC2	91.8	88.4	81.8	57.0	86.8	78.2	60.8	86.3	86.9
O=S(=O)(O)c1ccc(N=Nc2ccc(O)cc2O)cc1	112.0	100.8	108.3	·	91.3	107.8	105.5	100.9	92.7
Oc1ccc(-c2ccc3c(c2)ncn3-c2cccc(O)c2)cc1	25.9	17.4	18.5	37.3	42.4	41.9	28.7	25.6	160.4
CC(=O)c1c(C)nc2ccccc2c1/C=C/c1ccc(Br)cc1	57.7	75.7	56.5	65.5	74.3	69.7	78.1	92.3	70.3
CN1C(C(=O)Nc2ccccn2)=C(O)c2sc(Cl)cc2S1(=O)=O	95.4	100.5	·	92.4	105.6	99.6	99.9	111.1	90.1
NC[C@@H]1CCN(c2cc3c(cc2F)c(=O)n(N)c(=O)n3Cc2ccc3ccccc3c2)C1	100.6	85.4	79.0	·	92.3	97.9	98.7	88.2	111.0
C[C@@H]1CC2C3CCC4=CC(=O)C=C[C@]4(C)[C@@]3(F)[C@@H](O)C[C@]2(C)[C@@]1(O)C(=O)COP(=O)(O)O (stereo not given in full)	91.4	88.1	97.9	73.6	66.0	110.6	96.9	122.3	115.7
CC1(C)[C@@H](OC(=O)CCC(=O)O)CC[C@]2(C)[C@H]3C(=O)C=C4[C@@H]5C[C@@](C)(C(=O)O)CC[C@]5(C)CC[C@@]4(C)[C@]3(C)CC[C@@H]12	-0.2*!	-79.6*!	-40.5*!	-30.4*!	-75.4*!	-34.8*!	-35.3*!	-88.8*!	-65.7*!
C/C(=C/c1ccccc1O)c1ccc2ccccc2[o+]1	100.7	92.8	97.5	·	92.2	97.6	103.8	·	98.6
Cc1cccc(Cc2cnc(NC(=O)c3ccc4noc(-c5ccc(Cl)cc5)c4c3)s2)c1	90.7	75.6	74.1	58.9	80.6	91.8	98.7	44.3	113.0
COc1ccc(-c2cc(-c3cn(-c4cccc(Cl)c4)nc3-c3ccc(OC)cc3)on2)cc1	100.2	100.8	74.8	93.5	89.9	95.3	98.6	102.0	78.6
NS(=O)(=O)c1ccc(Nc2nc(N=Nc3c(O)n(Cc4ccccc4)c4ccc(Cl)cc34)nc(Nc3ccccc3)n2)cc1	102.4	101.2	99.7	95.9	93.8	105.6	98.7	50.0	85.9
O=C(Cn1c(/C=C/c2cccc([N+](=O)[O-])c2)nc2ccccc2c1=O)Nc1ccccc1	65.0	43.9	91.8	80.2	75.7	77.2	67.2	55.5	94.7
CC1=CC=C(NC(=O)/C=C/c2ccccc2)CC1Nc1nccc(-c2cccnc2)n1 (stereo not given)	47.6	50.3	69.0	32.5	66.0	69.0	66.9	0.5*	24.7
CN=C1Nc2cc(OC)c(OC)c(OC)c2C(c2cc(Cl)ccc2F)O1 (stereo not given)	93.6	106.2	58.5	70.1	98.6	95.9	93.7	106.7	81.4

Six compounds out of the list, sorted by count of non-hydrogen atoms, low to high:
SMILES	NCI/ADR-RES	ACHN	NCI-H522	CAKI-1	NCI-H226	NCI-H23	NCI-H460	RXF 393	A498
C/C(=C/c1ccccc1O)c1ccc2ccccc2[o+]1	100.7	92.8	97.5	·	92.2	97.6	103.8	·	98.6
Oc1ccc(-c2ccc3c(c2)ncn3-c2cccc(O)c2)cc1	25.9	17.4	18.5	37.3	42.4	41.9	28.7	25.6	160.4
O=C(NCc1ccccc1)c1cccc(N=Cc2ccccc2O)c1	100.2	106.3	93.8	89.0	102.0	103.3	102.8	104.6	91.9
Cc1cccc(Cc2cnc(NC(=O)c3ccc4noc(-c5ccc(Cl)cc5)c4c3)s2)c1	90.7	75.6	74.1	58.9	80.6	91.8	98.7	44.3	113.0
COc1ccc(-c2cc(-c3cn(-c4cccc(Cl)c4)nc3-c3ccc(OC)cc3)on2)cc1	100.2	100.8	74.8	93.5	89.9	95.3	98.6	102.0	78.6
CC1(C)[C@@H](OC(=O)CCC(=O)O)CC[C@]2(C)[C@H]3C(=O)C=C4[C@@H]5C[C@@](C)(C(=O)O)CC[C@]5(C)CC[C@@]4(C)[C@]3(C)CC[C@@H]12	-0.2*!	-79.6*!	-40.5*!	-30.4*!	-75.4*!	-34.8*!	-35.3*!	-88.8*!	-65.7*!

(more compounds)
SMILES	NCI/ADR-RES	ACHN	NCI-H522	CAKI-1	NCI-H226	NCI-H23	NCI-H460	RXF 393	A498
O=S(=O)(c1ccccc1)N1CCCN(c2nc(-c3ccccc3)nc3nc(-c4ccccc4)oc23)CC1	104.3	103.5	98.5	91.7	109.3	107.3	110.1	115.3	96.9
COc1ccc2c(c1)C(C)CC(C)(C)N2C(=O)CSc1ccc(-c2nc3cc(C)c(C)cc3[nH]2)cn1 (stereo not given)	83.1	85.3	70.7	80.7	91.3	85.9	91.2	76.9	103.3
CCN(CC)CCCNc1nc(-c2ccc(Cl)cc2)nc2ccccc12	102.0	105.3	99.5	102.4	·	97.2	98.6	118.8	91.7
O=Cc1c[nH]c2nccnc12	102.1	102.9	87.8	105.1	99.9	95.0	106.8	·	95.5
CC(C)(COC(=O)c1ccccc1)N1CC2CCC(C1)O2	100.4	101.9	93.3	98.4	104.4	93.2	107.0	111.1	107.6
COc1ccc(CNc2nc3cc(C(F)(F)F)cnc3nc2C(=O)O)cc1	112.2	98.0	89.3	89.8	·	102.4	104.7	112.7	·
O=S(=O)(Nc1ccc(Br)cc1)c1ccc(-c2cnc(C3CC3)o2)cc1	-2.2*	30.8	11.0	40.6	67.3	40.8	12.8	10.4	-6.9*
CCCCN(C(=O)CCl)c1ccccc1	97.0	114.8	95.6	101.1	99.6	80.2	105.0	108.3	94.6
Cc1ccc(/C(CS(=O)(=O)c2ccc(C)cc2)=N\O)cc1	106.0	91.7	97.0	92.4	93.6	99.9	106.2	93.6	92.2
CC1(c2cc3ccccc3oc2=O)NC(=O)c2ccccc2N1 (stereo not given)	106.4	92.1	79.6	87.8	84.2	94.5	106.2	126.3	110.2
COc1cc2cc(NCc3ccccc3Cl)nc(C)c2cc1OC	54.4	55.6	63.1	·	55.8	31.7	27.8	51.9	66.7
CCCC(=O)N(C(C)C)C(C)C	101.5	109.7	93.4	90.1	97.2	104.8	99.1	104.7	110.7
COC(=O)C1C2CC3C1C3C2C(=O)OC (stereo not given)	99.7	104.1	88.6	94.5	104.4	101.3	107.2	116.7	112.6
COc1cc(/C=C2/SC(=O)N(CC(=O)N3CCN(c4cc5c(cc4F)c(=O)c(C(=O)O)cn5C4CC4)CC3)C2=O)cc(OC)c1OC	99.4	107.0	91.3	96.3	·	95.8	103.5	119.2	78.6
Nc1cc2ccccc2c(=O)n1NC(=O)c1cccc(Br)c1	100.7	96.0	98.0	82.5	87.5	97.1	105.3	104.6	108.1
O=C(CCCCC1CCSS1)Nc1ncnc2n[nH]c(-c3ccc(Oc4ccccc4)cc3)c12 (stereo not given)	89.0	88.3	70.3	97.1	94.2	59.2	2.8*	112.7	123.2
COc1ccc2[nH]cc(-c3nc(-c4cn(C)c5c(Cl)nccc45)cs3)c2c1	11.1	22.6	13.9	60.2	40.8	58.3	6.1*	32.5	16.0
COc1cccc(OC)c1-c1nnn(C)c1C(=S)N1CCN(c2ccc([N+](=O)[O-])cc2Cl)CC1	93.6	92.2	93.6	78.9	88.6	·	100.5	82.4	·
NS(=O)(=O)c1ccc(N2N=C(c3ccc(Br)cc3)CC2c2cn(-c3ccccc3)nc2-c2ccc(Cl)cc2)cc1 (stereo not given)	86.6	86.5	89.9	89.0	103.0	88.3	81.6	88.9	113.1
O=C(CN1N=C(c2ccc(F)cc2)CCC1=O)Nc1nccs1	109.0	107.0	83.2	·	110.4	103.0	97.7	110.3	84.1
Cc1n[nH]c(C)c1N=Nc1ccc2oc(=O)ccc2c1	96.8	62.4	88.8	50.0	93.2	89.9	70.0	75.5	52.5
CC(=O)Oc1c(C)c(OC(C)=O)c2c(c1C(C)=O)OC1CC(=O)C(C(C)=O)=C(O)C21C (stereo not given)	80.7	97.0	91.1	99.3	104.1	90.9	94.9	131.8	136.3
CC(O)c1cccc(N)c1 (stereo not given)	100.5	91.5	62.8	92.5	105.3	100.8	103.1	126.5	111.2
Cc1ccsc1/C=N/NC(N)=S	106.7	106.3	91.5	96.9	100.2	99.6	92.2	92.5	98.0
CCOC(=O)C1=NNC(C(=O)OCC)C1C(=O)OCC (stereo not given)	112.4	102.9	113.9	92.5	109.7	99.7	·	122.6	·
CC(C)=CCC/C(C)=C/CSc1nnc(-c2c(C)nc3ccc(C)cn23)o1	91.9	103.9	91.8	95.6	91.8	93.8	109.4	·	113.0
COc1ccc(-c2c(C#N)c(N)nc3c2c(N)nn3-c2ccccc2)cc1	67.6	62.5	76.1	82.6	94.3	67.3	54.0	109.4	84.2
Cn1c(N)nc2nc[nH]c2c1=S	96.7	104.5	109.2	81.7	99.3	91.8	98.6	·	94.6
Cc1cc(NC(=O)OC(C)C)ccc1-c1ccc(NC(=O)OC(C)C)cc1C	96.9	101.9	84.3	·	99.9	94.7	87.7	146.1	87.6
O=C(c1nc2ccccc2[nH]1)C1C(c2ccc(Br)cc2)C2CC3CCCC[C@H]3N2[C@@]12C(=O)Nc1cc(Cl)ccc12 (stereo not given in full)	46.7	29.9	59.1	17.7	51.8	54.5	16.8	34.0	·
COc1ccc(-c2cc(-c3cccnc3)nc(OCC(=O)c3ccc(Cl)cc3)c2C#N)cc1OC	106.7	112.1	82.0	95.2	107.8	100.6	103.7	·	106.2
COc1cc(C(=O)Cn2cc(CNC(=O)c3ccc4ccc5ccc(C(=O)NCc6cn(CC(=O)c7cc(OC)c(OC)c(OC)c7)nn6)nc5c4n3)nn2)cc(OC)c1OC	103.0	95.7	95.0	90.5	101.6	99.4	105.4	101.3	118.0
COc1ccc(Cl)cc1NC(=O)c1cc2c(n1C)-c1nc(NC(=O)C(C)C)sc1CC2	90.5	·	49.9	·	61.3	89.4	94.0	101.2	93.2
NS(=O)(=O)c1ccc(N=Nc2c(O)n(CC(=O)Nc3ccc(Br)cc3)c3ccccc23)cc1	106.8	87.2	55.5	78.4	108.6	84.7	98.0	96.2	110.6
CC(C(=O)O)N1C(N)=NNC1(C)c1ccccc1O (stereo not given)	100.6	99.0	72.3	·	75.3	88.4	95.8	93.4	85.4
Cc1nc(C)c(CSC2N=C(c3ccccc3)c3cnn(-c4ccccc4)c3N2)nc1C (stereo not given)	89.1	91.7	73.6	82.7	93.3	90.8	92.4	97.7	89.0
CCN(CC)S(=O)(=O)c1ccc(S(=O)(=O)N2CCC[C@@H](C(=O)N3CCN(c4nc(C(C)C)no4)CC3)C2)cc1	58.9	68.5	60.2	58.4	82.1	50.0	70.8	64.5	6.3*
O=C(c1cccc(F)c1)n1ccc2cc(NC(=S)Nc3ccc([N+](=O)[O-])cc3)ccc21	93.5	100.3	91.4	91.7	91.5	88.0	104.5	104.8	75.8
N#C/C(=C\c1ccc(-c2cccc(Cl)c2)o1)c1ccc(Cl)cc1	100.5	87.4	92.6	76.8	89.1	82.9	99.6	121.9	102.9
COc1ccccc1/C=C\C(=O)c1ccccc1	14.2	77.0	39.2	83.2	85.8	79.8	59.5	85.5	100.7
O=C(NCc1ccccc1)NCc1ccccc1	99.3	96.5	98.6	93.9	104.8	101.8	102.9	104.0	102.1
O=C(NNC(=O)c1ccncc1)Nc1ccc(Cl)cc1	108.9	101.3	·	91.8	108.2	101.2	112.6	124.0	·
COc1cc(-c2nc3ccc(-c4nnc(SCC(=O)Nc5ccc(C(=O)/C=C/c6ccccc6)cc5)o4)cc3[nH]2)cc(OC)c1OC	101.0	98.9	96.0	103.4	89.5	·	100.4	105.2	109.3
CCOC(=O)c1csc(NC(=O)COc2cccc(/C=C3\Oc4cc(OC)ccc4C3=O)c2)n1	79.4	95.5	49.8	92.3	89.5	90.7	106.7	114.1	108.0
CC1(C)N=C(N)N=C(N)N1c1cccc(CCCCc2ccccc2)c1	90.3	33.0	-42.1*	·	25.9	10.8	0.9*	·	61.7
CN1C(=O)[C@H]2c3c1cccc3[C@@]1(N)C(=O)[C@H](CCC1(C)C)C2(C)C	96.1	97.7	79.3	89.9	94.8	95.2	110.1	99.7	106.4
